Assay outcomes: PubChem BioAssay, several laboratories
TcdB GH inh: TcdB glycohydrolase inhibition; P18177; TcdB glycohydrolase enzymatic assay, plate reader; inhibition, % at 9.99 µM; 350,000 compounds, 0.24% hits; in the data active = inhibition above about 10%
PfHsp40 rescue: rescue of PfHsp40-mediated yeast toxicity; S. cerevisiae expressing PfHsp40, growth rescue, ATP luminescence; growth rescue, % at 12.5 µM; 340,000 compounds, 0.68% hits; in the data active = growth rescue above about 28%, passing the limit was not always enough; inconclusive = no clear call, values can overlap the other calls;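 also: yeast W303a lacking pdr1 and pdr3 grown in galactose medium; growth measured after three days at 30 °C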
VHR inh abs: inhibitors of human VHR1 phosphatase (DUSP3); recombinant VHR phosphatase, pNPP absorbance; P51452; 290,000 compounds, 0.52% hits; inhibition, % at 13.3 µM; in the data active = inhibition above about 50%; also: some compounds called inactive have numbers as strong as hits
Target sequence (P51452 whole entry, looked up): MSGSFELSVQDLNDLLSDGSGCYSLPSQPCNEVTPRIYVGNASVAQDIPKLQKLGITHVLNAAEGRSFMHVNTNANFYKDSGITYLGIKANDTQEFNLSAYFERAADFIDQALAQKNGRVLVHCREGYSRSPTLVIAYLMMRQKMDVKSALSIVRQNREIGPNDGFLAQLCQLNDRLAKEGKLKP
Vc quorum ag: inducers of Vibrio cholerae quorum light production without autoinducers | activation, % at 18.7 µM | V. cholerae BH1578 lux reporter, luminescence, 6 h | AID 588436 | 350,000 compounds, 0.16% hits; in the data active = activation mostly above about 9.7%, no sharp cut-off; inconclusive = no clear call, values can overlap the other calls; inactive = mostly below about 3.7%; also: not every result past the cut was called active; inactives centre near 0; reference of the scale not given here
CCHF vOTU inh: blocks the CCHF virus ovarian tumor domain protease; AID 651958; inhibition, % at 11.5 µM; CCHFV vOTU protease, Pep-AMC fluorescence; 370,000 compounds, 0.55% hits; in the data active = inhibition above about 30%; also: 0% = vehicle wells with enzyme and 100% = no enzyme wells
Anthrax LF inh2: anthrax lethal factor protease inhibition; inhibition, % at 10 µM; 360,000 compounds, 0.12% hits; multiplex microsphere protease cleavage assay, LF; also: plate controls were buffer without enzyme for full effect and enzyme alone for no effect
Target sequence (P15917 whole entry, looked up): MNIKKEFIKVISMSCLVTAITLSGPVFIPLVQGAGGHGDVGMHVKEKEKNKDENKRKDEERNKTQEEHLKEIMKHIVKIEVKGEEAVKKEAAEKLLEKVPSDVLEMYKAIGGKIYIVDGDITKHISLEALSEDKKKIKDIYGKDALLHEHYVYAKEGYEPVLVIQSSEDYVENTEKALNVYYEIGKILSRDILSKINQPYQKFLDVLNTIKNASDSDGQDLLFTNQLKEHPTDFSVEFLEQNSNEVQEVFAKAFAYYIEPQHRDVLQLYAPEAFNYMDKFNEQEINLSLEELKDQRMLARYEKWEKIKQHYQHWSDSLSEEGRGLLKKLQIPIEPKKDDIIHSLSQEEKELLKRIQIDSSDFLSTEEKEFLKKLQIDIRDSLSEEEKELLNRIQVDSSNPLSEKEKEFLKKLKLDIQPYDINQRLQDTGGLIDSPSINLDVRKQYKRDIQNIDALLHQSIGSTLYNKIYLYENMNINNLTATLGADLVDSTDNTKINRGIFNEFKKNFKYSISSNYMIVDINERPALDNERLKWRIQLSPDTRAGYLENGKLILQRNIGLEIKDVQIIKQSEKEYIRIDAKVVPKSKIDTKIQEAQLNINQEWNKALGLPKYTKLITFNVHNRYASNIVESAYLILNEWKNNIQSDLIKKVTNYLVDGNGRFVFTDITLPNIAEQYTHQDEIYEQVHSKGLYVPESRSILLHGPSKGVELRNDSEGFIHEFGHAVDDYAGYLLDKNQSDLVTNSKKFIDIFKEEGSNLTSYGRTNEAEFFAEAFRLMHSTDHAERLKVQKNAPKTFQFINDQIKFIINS
SARS 3CLpro inh: SARS-CoV 3CLpro protease inhibition | P0C6X7 | recombinant SARS-CoV 3CLpro, quenched FRET peptide cleavage | inhibition, % at 6 µM | 290,000 compounds, 0.14% hits; in the data active = inhibition above about 12%
BoNT-A LC inh2: blocks Botulinum neurotoxin A light chain protease. multiplex microsphere protease substrate cleavage, flow cytometry. inhibition, % at 10 µM. 360,000 compounds, 0.17% hits. AID 588499; also: plate controls were buffer without enzyme for full effect and enzyme alone for no effect
Yp Topo-I inh: inhibitors of Yersinia pestis topoisomerase I; Y. pestis Topo-I cleavage product accumulation, plate reader; activity, % at 10 µM; 360,000 compounds, 0.064% hits; AID 504884; in the data active = activity above about 50%, passing the limit was not always enough; inconclusive = no clear call, values can overlap the other calls; also: inactives centre near 2
SSB-PriA inh: K. pneumoniae PriA-SSBct interaction inhibition; AlphaScreen SSBct-PriA binding, biotinylated peptide; inhibition, % at 33 µM; 430,000 compounds, 0.6% hits; AID 1272365; in the data active = inhibition mostly above about 37%, no sharp cut-off; inactive = mostly below about 20%;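 also: plate controls were negative control peptide for no effect and reference peptide for full effect; strong numbers were not always called active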
Active calls of the source: *; i = inactive; ? = inconclusive; . = not tested or not shown; & = joins results of further samples. Rule as the data show it, unless noted: active = inhibition above about 30%; inconclusive = no clear call, values can overlap the other calls; inactive = below that.

SMILES	TcdB GH inh	PfHsp40 rescue	VHR inh abs	Vc quorum ag	CCHF vOTU inh	Anthrax LF inh2	SARS 3CLpro inh	BoNT-A LC inh2	Yp Topo-I inh	SSB-PriA inh
Clc1ccc(CN2C3=NCCN3c3ccccc32)cc1	.	-0.7	8	-0.5	2	-2	0	-0.9	5	-2
COCC(O)CNc1ccccc1 (stereo not drawn)	1.0	3.5	-4	-0.3	-10	2	6	0.6	9	-4
O=C(Nc1ccc(N2CCOCC2)cc1)c1csc(COCCO)n1	0.5	.	.	i	17	-4	.	-0.2	-8	.
NC(=O)c1nc[nH]c1C(=O)Nc1cccc(C(F)(F)F)c1	1.1	-0.8	.	-0.8	10	0	.	0.5	-3	-17
CCC(C)N(C(=O)COC(=O)CN=C1NS(=O)(=O)c2ccccc21)C1CCS(=O)(=O)C1 (stereo not drawn)	-0.8	-2.5	.	-0.3	13	-6	.	0.2	1	0
CC(=O)OCC(OC(C)=O)C(OC(C)=O)C(OC(C)=O)C(=O)Nc1ccc(C)cc1C (stereo not drawn)	.	-0.2	25	-0.2	-4	-11	0	-0.1	-8	-12
Cc1ccc(-c2noc(Cn3nc(C(=O)O)c4ccccc4c3=O)n2)cc1	0.4	-0.2	-8	-0.2	5	3	2	1.2	28	-6
O=C(NCc1nc2ccccc2[nH]1)c1cccs1	1.0	1.2	-5	-0.1	-4	-10	0	-0.3	1	-2
Cn1cc(S(=O)(=O)N2CCC(C(N)=O)CC2)c(=O)n(C)c1=O	2.8	0.2	3	-0.4	-4	-10	-1	-1.1	5	2
COC(=O)/C=C1\N/C(=N\c2nc(C)cc(C)n2)N(c2ccc(Cl)cc2)C1=O	-0.4	.	13	-0.2	-13	.	4	.	11	.
Cc1nnc2n1NC(c1ccc(Cl)cc1)C(C(=O)N1CCC(C)CC1)S2 (stereo not drawn)	1.0	-1.1	26	.	14	-1	1	0.2	6	-10
CCOCCCNC(=O)/C(C#N)=C/c1ccccc1F	6.1	-0.6	11	i	-8	4	-2	-0.5	-5	-13
O=C(N=C1SC2CS(=O)(=O)CC2N1c1cccc(F)c1)C1CC1 (stereo not drawn)	0.5	-1.4	8	-0.4	-3	0	7	-0.4	1	-9
O=C(CN1C(=O)S/C(=C\c2ccc(O)cc2)C1=O)c1ccccc1	0.6	-2.3	7	0.3	21	-1	5	0.6	-13	0
COc1cccc(CN(C)C(=O)c2ccc(N3CCCC3)c([N+](=O)[O-])c2)c1	1.5	-1.1	30	i	7	-2	10	-1.1	23	24
O=C(OCc1ccccc1)c1cnc(Cl)c(Cl)c1	0.6	-0.5	6	-0.5	20	2	5	0.7	4	-49
COC(=O)c1ccc(-c2csc(NC(=O)c3ccc(S(=O)(=O)N4CCc5ccccc5C4)cc3)n2)cc1	.	0.2	8	-0.3	-13	2	-2	0.0	0	-4
O=C(/C=C/c1ccccc1)c1ccccc1	-11	9.4	-15	-0.4	11	-11	-4	-1.5	2	-6
O=C(OCC(=O)c1ccc[nH]1)c1ccc([N+](=O)[O-])cc1	0.1	-1.0	.	i	-14	-2	.	3.5	-10	1
Cc1ccc(C(=O)N/N=C2\CCCc3ccccc32)c(C)c1	1.6	-0.8	1	-0.2	1	2	2	-0.2	0	.
CCN1CC(CN(C)Cc2nc(-c3ccco3)oc2C)CC1=O (stereo not drawn)	2.6	7.6	11	i	-5	2	-1	-0.5	4	-5
Cc1nc(NC(=S)NC(=O)c2cccs2)ccc1Br	0.3	0.1	-20	-0.7	3	2	0	0.2	5	1
O=C1c2ccccc2C(=O)N1CCCCON1C(=O)c2ccccc2C1=O	.	-1.6	-11	i	-4	1	1	0.1	-2	-4
CCOC(=O)N1CCc2c(sc3nc4n(c(=O)c23)N=C(c2ccc(OC)cc2)CS4)C1	.	-0.6	26	-0.5	17	?	-1	-1.3	7	-13
CCn1c(=O)n(CC(=O)Nc2ccc(F)cc2)c(=O)c2ccccc21	0.4	-0.8	14	-15	-10	-3	0	-1.2	1	-8
SMILES	TcdB GH inh	PfHsp40 rescue	VHR inh abs	Vc quorum ag	CCHF vOTU inh	Anthrax LF inh2	SARS 3CLpro inh	BoNT-A LC inh2	Yp Topo-I inh	SSB-PriA inh
CCOC(=O)c1ccc(Oc2c(C)oc3cc(OS(C)(=O)=O)ccc3c2=O)cc1	0.6	-0.4	1	-0.4	2	1	4	-0.1	23	-7
COc1cc(OC)c(NC(=O)c2ccc(Br)o2)cc1Cl	.	-0.6	15	i	-2	4	6	-0.5	-9	-13
CC1(C(=O)NS(=O)(=O)c2ccc(F)cc2F)CCN1C(=O)C/C=C/c1ccccc1 (stereo not drawn)	0.3	.	.	-0.3	-6	-3	.	-0.3	1	.
COc1c(OC)c(O)c2c(=O)c(O)c(-c3ccccc3)oc2c1OC	-0.7	-0.4	7	-0.3	6	-5	3	-0.1	6	-8
CC1(C)N=C(N)N=C(N)N1c1ccc(OCC(=O)N2CCOCC2)cc1	0.0	.	.	3.0	1	-3	.	-0.3	4	.
O=C1c2cccnc2C(=O)N1Cc1ccc(F)cc1	.	-1.1	32	-0.5	3	-9	0	2.6	-1	0
COc1cccc(C(C#N)N2N=C(C)CC2(C)C)c1O (stereo not drawn)	.	-1.0	21	i	-5	2	-5	0.8	7	-11
CCCCc1cc(=O)oc2c(C)c(OCC(=O)N3CCC(C(=O)O)(c4ccccc4)CC3)ccc12	-2.6	1.1	-7	-0.7	-7	-1	8	0.4	16	-14
CCCN1CCC(Oc2cccc(C(=O)NCCc3ccccc3)c2)CC1	0.7	0.1	-2	-0.3	1	0	5	-6.1	0	-10
COc1cc(SC)ccc1C(=O)N(Cc1ccccc1)c1ccccn1	1.8	.	27	-0.6	-4	.	4	.	14	0
Cc1ccccc1CS(=O)(=O)Cc1ccc(C(=O)NC2CCCCC2)o1	1.7	5.3	-4	-0.2	5	3	6	2.8	9	-2
CCOC(=O)C(CSCc1ccccc1)NC(=O)OC(C)(C)C (stereo not drawn)	.	1.8	6	-0.3	22	-1	-2	-0.1	17	-31
O=S(=O)(N1CCCCC1)n1nnc2ccccc21	.	39*	-8	i	-11	-2	-1	-0.1	4	-20
COC(=O)C1=C(c2ccc3ccccc3c2)C[C@@H]2CC[C@H]1N2C(=O)NCc1ccco1	-2.1	1.1	.	-0.4	15	-6	.	-0.5	12	-13
COc1ccc(Nc2cc(Sc3ccc(OC)cc3)ncn2)cc1	1.4	2.8	47	-0.6	20	7	6	-0.3	18	-5
Cn1nnnc1SCC(=O)N1CCN(S(=O)(=O)c2ccccc2)CC1	-0.4	-0.2	-10	i	-10	0	6	-1.5	3	-9
O=C(NNC(=O)c1ccc(Cl)c(Cl)c1)c1cccnc1	1.3	0.1	-6	-0.3	-3	-8	-4	1.4	0	-14
Cn1nccc1/C=C(/C#N)S(=O)(=O)c1ccccc1	.	0.4	-11	i	-11	-8	-3	-0.8	1	7
CCCCCC(=O)O/N=C(\C)c1ccn(S(=O)(=O)c2ccccc2)c1	-1.0	0.2	18	i	3	-13	4	1.0	-3	.
Cn1c(SCC(=O)Nc2sccc2C#N)nnc1C1CC1	0.3	0.1	.	0.4	6	-10	.	0.0	2	-2
CCCN1CCC(=O)N([C@H](CN=[N+]=[N-])Cc2ccccc2)CC1	0.8	0.4	5	-1.4	4	-2	-7	0.4	4	4
CCCCOC(=O)Nc1ccc(S(=O)(=O)Nn2cnnc2)cc1	.	-0.2	11	-1.0	-16	-5	2	?	6	-14
CCc1cc2cccc(C)c2nc1SCC(=O)N1CCN(C(=O)c2ccco2)CC1	.	3.3	24	-0.5	1	-3	4	0.7	23	-2
COC(=O)[C@]12CCCCC=C1N(Cc1ccco1)C(=O)[C@H](CC(=O)N1CCSCC1)C2	-0.3	.	.	.	0	1	.	-0.1	.	.
Cc1nc(NC(=O)c2ccc(Cl)cc2)nc2cc3c(cc12)OCO3	.	-1.5	2	0.1	18	-3	4	-1.3	2	-8

Three of the compounds above, in CSV form:
mol,TcdB GH inh,PfHsp40 rescue,VHR inh abs,Vc quorum ag,CCHF vOTU inh,Anthrax LF inh2,SARS 3CLpro inh,BoNT-A LC inh2,Yp Topo-I inh,SSB-PriA inh
COc1ccc(Nc2cc(Sc3ccc(OC)cc3)ncn2)cc1,1.4,2.8,47,-0.6,20,7,6,-0.3,18,-5
Cn1nnnc1SCC(=O)N1CCN(S(=O)(=O)c2ccccc2)CC1,-0.4,-0.2,-10,i,-10,0,6,-1.5,3,-9
O=C(NNC(=O)c1ccc(Cl)c(Cl)c1)c1cccnc1,1.3,0.1,-6,-0.3,-3,-8,-4,1.4,0,-14

The results go on:
SMILES	TcdB GH inh	PfHsp40 rescue	VHR inh abs	Vc quorum ag	CCHF vOTU inh	Anthrax LF inh2	SARS 3CLpro inh	BoNT-A LC inh2	Yp Topo-I inh	SSB-PriA inh
CC(C)(C)OC(=O)NC(Cc1ccccc1)C(=O)N1CCCC1C(=O)O (stereo not drawn)	0.5	-2.2	.	i	3	-2	2	-1.8	0	-12
CN(C(=O)CSc1ncc(C(F)(F)F)cc1Cl)c1c(N)n(Cc2ccccc2)c(=O)[nH]c1=O	0.4	0.8	14	-0.2	6	-5	1	-0.3	9	-8
O=C(CSCc1ccc(Cl)cc1)NCc1ccccn1	2.1	-1.4	-7	1.7	4	0	1	-0.2	2	-5
CN(Cc1cccc(F)c1)C(=O)c1ccc(S(=O)(=O)C(F)F)cc1	.	-0.7	8	.	0	-7	0	-0.7	9	-3
CCOC(=O)Cc1csc(NC(=O)c2cc(C)on2)n1	0.2	-1.4	-7	-0.2	16	0	-1	-1.2	-4	-7
CN(C)CCCN(C(=O)c1ccc(C(=O)c2ccccc2)cc1)c1nc2ccc(F)cc2s1	1.7	1.0	5	i	6&-2	-2	6	-0.9	4	17
O=C1C2C3C=CC(O3)C2C(=O)N1N=C1CCCCC1 (stereo not drawn)	6.0	-0.6	.	-5.6	4	-1	.	-0.4	5	-8
O=C(c1c[nH]c2ccccc12)N1CCN(Cc2ccccc2)CC1	1.4	-0.1	27	1.3	16	-2	-1	-0.6	2	5
CCN(C(=O)CSc1nnc(-c2cccc(F)c2)n1N)c1c(N)n(Cc2ccccc2)c(=O)[nH]c1=O	-0.2	0.4	.	-0.9	26	0	.	5.8	-6	3
CCc1ccc[n+](-c2[nH]c(=O)sc2/C=N/N=C(\[O-])CCn2c3ccccc3c3ccccc32)c1	0.4	0.9	0	-0.3	16	12	1	1.3	23	.
N#CCNC(=O)C1CC(=O)N(CCc2ccc(F)cc2)C1 (stereo not drawn)	-0.3	-1.0	0	-0.6	-7	-4	6	-1.1	-14	7
CCOC(=O)N1CCN(S(=O)(=O)c2ccc(C(=O)NNc3nc4c(C)cccc4s3)cc2)CC1	1.2	130*	-7	-1.0	10	-19	3	-1.4	-7	10
CCOC(=O)CSc1nc2ccsc2c(=O)n1C1CCN(C(=O)OCC)CC1	1.7	0.1	34	-0.3	.	-4	2	-0.1	-1	-8
Cc1ccc(C(C(=O)NCc2ccco2)N(C(=O)Cn2nnc3ccccc32)c2ccccc2)o1 (stereo not drawn)	.	-0.7	32	-0.9	2	2	7	-0.6	12	-11
CCN(CC)CCCNc1cc(C(F)(F)F)c(C#N)c2nc3ccccc3n12	0.3	-3.1	-1	i	-71	5	-4	-7.6	-5	5
Nc1cc(=O)[nH]c(SCc2nnc(-c3ccccc3)o2)n1	.	-1.7	22	-0.3	-7	-11	0	-1.5	-5	13
COc1ccc(O)c(C2=Nc3ccccc3N=C(c3ccccc3)C2)c1	1.0	-0.9	11	i	-5	0	-2	-0.4	2	-2
CN(CC(=O)Nc1ccc(Cl)c(C(F)(F)F)c1)S(=O)(=O)c1cnc[nH]1	2.1	.	.	i	5	2	.	0.1	-3	.
Cc1ccc(Nc2nc(CSc3nnc(-c4cccnc4)n3-c3ccccc3C)cs2)cc1	1.9	-2.4	10	-0.4	10	-1	6	0.3	21	-2
COc1ccc(C(=O)OCCN2CCN(C3=NS(=O)(=O)c4ccccc43)CC2)cc1OC	0.0	0.5	-4	0.0	9	0	-6	-1.4	4	-5

Not all compounds are listed; count on the stated rates, not on these rows.
